UBC13 inh = human UBC13 polyubiquitination inhibition; P61088; UBC13 polyubiquitin chain formation, TR-FRET; inhibition, % at 20 µM; actives 0.47% (n = 330,000); in the data active = inhibition above about 45%, passing the limit was not always enough
697 NFkB inh = inhibitors of the PMA/ionomycin-induced NF-kB reporter in 697 B cells | 697 B-cell NF-kB luciferase reporter, 16 h | actives 0.33% (n = 330,000) | inhibition, % at 4 µM | AID 435022; in the data active = inhibition above about 35%
SENP8 block = inhibitors of human SENP8 protease; Q96LD8; purified SENP8, Z-RLRGG-aminoluciferin cleavage, luminescence; inhibition, % at 10 µM; actives 1.2% (n = 330,000)
Gli-Sufu antag = antagonists of Gli-Sufu signaling. Sufu-KO-LIGHT fibroblasts, Gli luciferase reporter luminescence. actives 0.74% (n = 340,000). inhibition, % at 5 µM;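 active = inhibition above about 55%, limit read from the data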;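 note: 0% = DMSO-treated cells and 100% = wells with medium but no cells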
CCR6 antag = blocks CCL20-driven beta-arrestin recruitment at human CCR6. actives 0.49% (n = 340,000). CHO-K1 CCR6 PathHunter beta-arrestin, luminescence, CCL20-stimulated. inhibition, % at 20 µM;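 active = compounds whose inhibition of the agonist-driven luminescence signal at 20 µM reaches about 50%, limit read from the data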;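 note: cells stimulated with CCL20 at 14 nM final; plate controls were DMSO with CCL20 for no effect and DMSO without agonist for full effect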
Jurkat NFkB inh = lowers PMA/ionomycin-induced NF-kB signal in Jurkat cells | PMA/ionomycin-induced NF-kB luciferase reporter, luminescence | AID 435003 | actives 0.53% (n = 330,000) | inhibition, % at 4 µM
Apaf-1 inh = human Apaf-1 inhibition | O14727 | reconstituted apoptosome caspase-3 activity, DEVD-Rh110 fluorescence | inhibition, % at 20 µM | actives 0.71% (n = 330,000); active = inhibition of at least 40% at 20 µM;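 note: plate controls were DMSO wells for no effect and DEVD-CHO caspase inhibitor wells for full effect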
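Assay system – apoptosome proteins · Medium – Hepes buffer, pH 7.5 · Also added – cytochrome c with DEVD-Rh110 · Timing – 30 min compound preincubation, 50 min activation, room temperature · Detection – Rh110 fluorescence, excitation 480 nm, emission 540 nm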
EBI2 antag = EBI2 (human) antagonism. P32249. EBI2 beta-arrestin recruitment, luminescence, 7a,25-OHC stimulated. inhibition, % at 5 µM. actives 0.81% (n = 360,000). AID 651636; in the data active = inhibition above about 38%;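 note: enzyme fragment complementation signal reports receptor beta-arrestin coupling in cells; 0% = agonist plus DMSO wells and 100% = wells without agonist; some results beyond the cut were filed as inactive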
* marks the source's active call; other numbers are inactive results. Cut-off read from the data, not from the text of the source, unless noted: active = inhibition above about 50%; inactive = the rest. These rows are one share of the data, so the mix of outcomes need not match the whole.

The opening 16 entries as a preview:
SMILES	UBC13 inh	697 NFkB inh	SENP8 block	Gli-Sufu antag	CCR6 antag	Jurkat NFkB inh	Apaf-1 inh	EBI2 antag
Cc1nn(-c2cc(N3CCNCC3)ccc2[N+](=O)[O-])c(=O)c2ccccc12	0	5	0	14	-2	2	-13	2
O=C(Nc1ccc(-n2ccnc2P(=O)(O)c2ccccc2)cc1)c1ccccc1Br	-5	15	10	-5	5	-21	-17	-9
CCOC(=O)c1ccc(NC(=O)C2CC2)cc1	-3	-1	5	-1	-15	-27	-1	5
CCOc1ccccc1N1CCN(S(=O)(=O)c2ccc3c4c(cccc24)C(=O)N3)CC1	-9	-5	5	10	16	-13	34	11
COc1ccccc1OCCn1cc(C=O)c2ccccc21	0	-21	-9	8	15	-7	11	5
Cc1csc2nc(CSc3nc4ccccc4o3)cn12	4	-53	-1	-49	-13	-37	-5	-1
CCOc1ccc(C(F)(F)F)cc1NC(=O)c1ccc(OC)c([N+](=O)[O-])c1	-6	40*	0	19	12	0	-11	28
Cn1c(=O)c2c(nc(SCC(=O)NCc3ccc4c(c3)OCO4)n2Cc2ccc(Cl)cc2)n(C)c1=O	-10	-3	-9	62*	30	-18	16	-4
C=CCNC(=O)C1CCN(c2ccc(S(=O)(=O)N3CCOCC3)cc2Cl)CC1	-9	-12	-10	-14	-3	-4	3	1
Cc1cccc(NC(=O)CCN2C(=O)c3cccc([N+](=O)[O-])c3C2=O)c1	-4	3	6	19	2	5	-2	-22
COc1ccc(CCNC(=O)c2ccn[nH]2)cc1OC	-2	-11	-7	-5	3	-8	11	-4
COc1cccc(N2CCN(C(=O)c3ccc(CS(=O)c4ccccc4C)o3)CC2)c1 (centres undefined)	-1	-17	4	25	6	56*	3	-12
O=c1c2ccccc2nnn1Cc1nnc(-c2ccccc2Br)o1	-6	-18	1	-21	7	0	7	1
COc1ccc(OC)c(C(=O)COC(=O)CN2C(=O)NC3(CCCCC3C)C2=O)c1 (centres undefined)	2	22	-1	-9	6	-11	-4	-10
COC(=O)c1ccccc1NC(=O)CSc1nnnn1C1CCCCC1	0	-20	-3	3	10	-11	20	7
OCCN1CCN(CC(O)COc2ccc3c(c2)OCO3)CC1 (centres undefined)	4	13	-2	-26	12	-5	2	3

All compounds of this part, from the first entry:
SMILES	UBC13 inh	697 NFkB inh	SENP8 block	Gli-Sufu antag	CCR6 antag	Jurkat NFkB inh	Apaf-1 inh	EBI2 antag
Cc1nn(-c2cc(N3CCNCC3)ccc2[N+](=O)[O-])c(=O)c2ccccc12	0	5	0	14	-2	2	-13	2
O=C(Nc1ccc(-n2ccnc2P(=O)(O)c2ccccc2)cc1)c1ccccc1Br	-5	15	10	-5	5	-21	-17	-9
CCOC(=O)c1ccc(NC(=O)C2CC2)cc1	-3	-1	5	-1	-15	-27	-1	5
CCOc1ccccc1N1CCN(S(=O)(=O)c2ccc3c4c(cccc24)C(=O)N3)CC1	-9	-5	5	10	16	-13	34	11
COc1ccccc1OCCn1cc(C=O)c2ccccc21	0	-21	-9	8	15	-7	11	5
Cc1csc2nc(CSc3nc4ccccc4o3)cn12	4	-53	-1	-49	-13	-37	-5	-1
CCOc1ccc(C(F)(F)F)cc1NC(=O)c1ccc(OC)c([N+](=O)[O-])c1	-6	40*	0	19	12	0	-11	28
Cn1c(=O)c2c(nc(SCC(=O)NCc3ccc4c(c3)OCO4)n2Cc2ccc(Cl)cc2)n(C)c1=O	-10	-3	-9	62*	30	-18	16	-4
C=CCNC(=O)C1CCN(c2ccc(S(=O)(=O)N3CCOCC3)cc2Cl)CC1	-9	-12	-10	-14	-3	-4	3	1
Cc1cccc(NC(=O)CCN2C(=O)c3cccc([N+](=O)[O-])c3C2=O)c1	-4	3	6	19	2	5	-2	-22
COc1ccc(CCNC(=O)c2ccn[nH]2)cc1OC	-2	-11	-7	-5	3	-8	11	-4
COc1cccc(N2CCN(C(=O)c3ccc(CS(=O)c4ccccc4C)o3)CC2)c1 (centres undefined)	-1	-17	4	25	6	56*	3	-12
O=c1c2ccccc2nnn1Cc1nnc(-c2ccccc2Br)o1	-6	-18	1	-21	7	0	7	1
COc1ccc(OC)c(C(=O)COC(=O)CN2C(=O)NC3(CCCCC3C)C2=O)c1 (centres undefined)	2	22	-1	-9	6	-11	-4	-10
COC(=O)c1ccccc1NC(=O)CSc1nnnn1C1CCCCC1	0	-20	-3	3	10	-11	20	7
OCCN1CCN(CC(O)COc2ccc3c(c2)OCO3)CC1 (centres undefined)	4	13	-2	-26	12	-5	2	3
COc1ccc(-c2cc(C(=O)O)nc3ccc4ccccc4c23)cc1OC	4	8	3	-18	8	-5	0	-3
O=C(NCCN1CCOCC1)Nc1ccc(Cl)cc1	4	0	-8	-2	12	13	-7	-4
CCCNc1nc(N2CCOCC2)nc(N2CCOCC2)n1	12	8	-3	1	-9	4	1	4
CC(C)(C)c1ccc(C(=O)N2CCC(=O)N(C(CO)Cc3ccccc3)CC2)cc1 (centres undefined)	11	-3	-7	-23	24	-15	8	-6
CCc1ccc(OCC(=O)O/N=C(\N)Cc2ccc([N+](=O)[O-])cc2)cc1	-5	-10	13	-5	11	6	2	-7
O=C(COc1ccc(F)cc1)NN1C(=O)CSC1=S	-17	-14	-5	-5	25	-18	12	1
CC(C)(C)n1nnnc1CN1CCC(NC(=O)NC2CCCCC2)CC1	5	7	0	0	4	4	-9	-7
C=CCNC(=O)CN(c1ccccc1OCC)S(=O)(=O)c1ccc(C)cc1	1	-28	14	4	6	13	7	4
Cc1ccc(C(=O)OCC(=O)Nc2sc3c(c2C#N)CCCC3)cc1NC(=O)c1ccco1	-6	15	7	-6	0	0	3	9
Additional structures.
SMILES	UBC13 inh	697 NFkB inh	SENP8 block	Gli-Sufu antag	CCR6 antag	Jurkat NFkB inh	Apaf-1 inh	EBI2 antag
Cc1ccc(Nc2nc(-c3ccc(S(=O)(=O)N4CCCC4)cc3)cs2)cc1C	8	-33	3	16	-13	15	-8	34
Cc1cccc(OC(C)C(=O)Nc2nc(-c3ccncc3)cs2)c1 (centres undefined)	-3	-16	-11	14	0	20	-2	9
O=c1oc2ccccc2c(NCc2ccccc2F)c1[N+](=O)[O-]	-20	-38	-5	-11	13	8	36	-11
O=C(Nc1nnc(C2CCCCC2)s1)c1ccco1	-16	-69	-12	-49	23	-22	0	-9
COCc1[nH]nc2c1C1(CCSCC1)C(C#N)=C(N)O2	-5	4	1	-2	1	-9	-1	-10
COc1ccccc1C(=O)NNC(=O)CCN1C(=O)/C(=C\c2ccccc2)SC1=S	-12	-20	3	-21	12	-13	15	-4
CN(CC(=O)Nc1ccc(F)cc1)C(=O)Cc1ccsc1	-5	16	7	-5	8	-1	0	-5
CCOc1cc(CNn2cnnc2)cc(Br)c1OCC(=O)NC(C)(C)C	0	-5	-6	0	-1	-4	-7	0
Cc1ccc(-c2csc3nc(C)n(-n4c(C)ccc4C)c(=O)c23)o1	-11	-40	1	-5	18	-7	8	19
Cc1ccc(/C=N/NC(=S)N2CCOCC2)cc1	-12	-50	-8	19	76*	-45	-5	-4
COc1cc(/C=C(\NC(=O)c2ccccc2)C(=O)NC(C(=O)O)c2ccccc2)cc(OC)c1OC (centres undefined)	1	17	-2	6	-5	1	-13	-5
COc1ccc2cc(C(N)=O)/c(=N\NC(=O)c3ccccc3)oc2c1	-4	-43	20	-10	7	-60	7	-5
CCC(C(=O)NCCCc1ccccc1)c1ccccc1 (centres undefined)	-4	9	-8	2	15	8	14	6
COc1ccc(CN(C)C2CCCCC2)c(C)c1C	2	-1	-9	7	14	-5	-2	2
COC(=O)c1ccc(CO/N=C2\CCCc3nonc32)cc1	-8	-8	-5	1	9	-34	-3	7
CCC(C(=O)OCC(=O)c1c(N)n(CC(C)C)c(=O)n(C)c1=O)c1ccccc1 (centres undefined)	-4	-33	3	47	9	26	23	1
S=c1nc[nH]c2c1ncn2C1CCCO1 (centres undefined)	-2	8	-12	4	-9	10	9	5
COc1ccc(CCn2c(N)c(C(=O)NCc3ccco3)c3nc4ccccc4nc32)cc1	-21	-47	14	-2	14	43	40	8
Cc1noc(/C=C/N(C)C)c1S(=O)(=O)N1CCCC(C(=O)N2CCCCC2)C1 (centres undefined)	-5	-5	-21	11	-2	-7	15	-1
O=C(O)C1C2C=CC(C2)C1C(=O)OC1CC2CCC1C2 (centres undefined)	-4	-9	-7	-4	11	-9	0	-3
O=C(Cc1cccc2ccccc12)Nc1ccc2c(c1)C(=O)NC2=O	6	11	1	-1	-7	-14	3	9
Cn1c(=O)c2ncn(CC(=O)NCCOCc3ccccc3Cl)c2n(C)c1=O	2	0	-5	3	-12	-6	9	-8
CCc1noc(C)c1C(=O)Nc1nc2c(C)cc(C)cc2s1	2	19	3	-4	1	1	11	4
COc1cc(OC)nc(NC(=O)COC(=O)C2CCCCC2)n1	1	-8	-7	0	3	-18	2	-7
COc1cccc(N2CCN(C(=O)C3CCC(=O)N(C4CCCCCC4)C3)CC2)c1 (centres undefined)	-10	-36	-8	35	0	-9	12	2
Continued.
SMILES	UBC13 inh	697 NFkB inh	SENP8 block	Gli-Sufu antag	CCR6 antag	Jurkat NFkB inh	Apaf-1 inh	EBI2 antag
COc1ccc(C(c2nnnn2CC2CCCO2)N2CCN(c3cccc(C)c3C)CC2)cc1 (centres undefined)	2	-5	0	11	36	9	16	8
O=C(/C=C/c1ccccc1)NCCSCc1ccccc1	6	0	-9	-4	4	6	1	36
CC(C)Oc1cccc(C(=O)O)c1	-1	-21	1	2	-9	4	11	-9
COC(=O)c1c(C)oc2ccc(N(C(C)=O)S(=O)(=O)c3ccccc3)cc12	-5	-29	-7	33	16	-6	2	2
Cc1cc(C(=O)Nc2ccccc2C(F)(F)F)no1	19	8	2	0	1	-3	-8	-2
COc1cc(OC)c(NC(=S)Nc2cccc(C(C)=O)c2)cc1Cl	-2	-1	8	-5	13	5	-3	-5
CCOc1ccc2[nH]c(C)c(CN3CCOCC3)c(=O)c2c1	-4	-11	0	-21	-11	-8	-25	-31
COc1ccc2[nH]c3c(N4CCC(O)(c5cccc(C(F)(F)F)c5)CC4)ncnc3c2c1	7	0	-2	25	7	51*	22	25
COCCCNC(=O)c1ccc2c(=O)n(Cc3ccccc3OC)c(=S)[nH]c2c1	5	1	-11	-19	14	18	5	-1
Cc1ncc(CO)c(CNc2ccc(-c3nc4ccccc4[nH]3)cc2)c1O	-14	-71	15	-9	14	-80	7	-1
CCc1ccccc1NC(=O)CN(C)C(=O)COC(=O)c1ccco1	-11	6	-5	-1	-4	-47	-1	-4
NC(=O)c1ccsc1NC(=O)CN1C(=O)NC2(CCCC2)C1=O	9	11	0	2	5	16	-18	0
O=C(Nc1ccc(O)c2c(=O)cc(-c3ccccc3Cl)oc12)c1ccc(Cl)c(Cl)c1	-21	-21	-12	-17	5	-21	5	35
COc1ccc(C)cc1S(=O)(=O)N1CCc2ccccc2C1	2	-6	-13	24	-1	3	1	2
N#Cc1ccc(C(CC(=O)O)N2Cc3ccccc3C2=O)cc1 (centres undefined)	3	14	-3	-13	-10	21	0	-1
CCCCn1c(NC(=S)Nc2ccccc2)nc2ccccc21	17	15	-3	-4	24	-5	-8	11
O=C(CNC(=O)c1ccc(Br)o1)NNC(=O)COc1ccccc1Cl	-2	12	10	-1	6	2	-9	-5
O=C(NCCC1=CCCCC1)c1ccc(Cl)c([N+](=O)[O-])c1	-7	-22	-12	-5	2	-41	-3	3
NNCCc1ccccc1	-19	-20	-13	-6	16	-26	13	3

Full records as entered above:
COc1ccc2[nH]c3c(N4CCC(O)(c5cccc(C(F)(F)F)c5)CC4)ncnc3c2c1 is listed as UBC13 inh = 7; 697 NFkB inh = 0; SENP8 block = -2; Gli-Sufu antag = 25; CCR6 antag = 7; Jurkat NFkB inh = 51*; Apaf-1 inh = 22; EBI2 antag = 25
CCOc1ccc2[nH]c(C)c(CN3CCOCC3)c(=O)c2c1 is listed as UBC13 inh = -4; 697 NFkB inh = -11; SENP8 block = 0; Gli-Sufu antag = -21; CCR6 antag = -11; Jurkat NFkB inh = -8; Apaf-1 inh = -25; EBI2 antag = -31
